DNMT1 inh = inhibitors of human DNMT1 | P26358 | DNMT1 molecular beacon, Hinp1I cleavage, fluorescence | inhibition (reported as % activation of signal), % at 10 µM | 0.83% of 360,000 active; in the data active means inhibition above about 50%
SUMO1-SIM PPI = modulators of human SUMO1-mediated protein-protein interactions. P63165. SUMO1 binding to a labelled peptide, TR-FRET, 1 h. inhibition, % at 20 µM. 0.33% of 360,000 active; in the data active means inhibition above about 37%
Target sequence (P63165 whole entry, looked up): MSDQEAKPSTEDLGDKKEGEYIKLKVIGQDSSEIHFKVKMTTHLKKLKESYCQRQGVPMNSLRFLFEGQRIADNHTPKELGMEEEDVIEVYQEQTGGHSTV
NadD block = NadD (S. aureus) enzyme inhibition. 0.78% of 360,000 active. inhibition, % at 20 µM. AID 602399. purified NadD enzyme, colorimetric absorbance read-out; in the data active means inhibition above about 26%; further: some compounds past the cut are filed as inactive
LMPTP block = blocks human LMPTP phosphatase | 0.22% of 360,000 active | P24666 | AID 651560 | recombinant LMPTP-A, OMFP fluorogenic substrate, fluorescence intensity | inhibition, % at 20 µM;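 active means compounds that cut the enzyme signal by at least half of the control window in the single-dose screen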;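 further: plate controls were DMSO wells with enzyme plus substrate for no effect and substrate without enzyme for full effect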
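Material: LMPTP-A; amount: 0.625 nM enzyme; doses: single 20 µM dose; times: reaction 50 min, room temperature, dark; technique: fluorescence intensity of OMFP turnover product; benchmarks: no-enzyme and uninhibited controls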
Scp-1 inhibitor = inhibitors of human Scp-1 phosphatase. Recombinant Scp1, phosphopeptide, malachite green phosphate absorbance. inhibition, % at 20 µM. 0.88% of 340,000 active. AID 493091;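 active means inhibition above about 50% at 20 µM, limit read from the data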;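 further: plate controls were DMSO wells with enzyme for no effect and wells lacking enzyme for full effect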
Target sequence (Q9GZU7 76-261 limits assumed): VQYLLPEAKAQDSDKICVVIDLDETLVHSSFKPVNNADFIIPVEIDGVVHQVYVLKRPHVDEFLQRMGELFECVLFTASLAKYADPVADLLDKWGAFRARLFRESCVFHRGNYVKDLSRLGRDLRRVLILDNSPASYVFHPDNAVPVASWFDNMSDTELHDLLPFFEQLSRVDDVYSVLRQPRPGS
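Times: enzyme reaction 45 min at room temperature, colour 5 min, stabilisation 30 min. Material: SCP-1 catalytic fragment, aa 76-261. Medium: Acidic Tris acetate buffer with magnesium and detergent. Signal: colorimetric free-phosphate detection, absorbance 630 nm. Read-out basis: % inhibition of SCP-1 phosphate liberation. Reagent: Phosphorylated 17-residue peptide substrate.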
MLLE-PAM2 inh = inhibitors of microRNA-mediated deadenylation, human PABP1 MLLE binding. P11940. AID 588489. inhibition, % at 20 µM. GST-MLLE / FITC-PAM2 fluorescence polarization. 0.36% of 360,000 active; in the data active means inhibition above about 35%, passing the limit was not always enough;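 further: plate controls were DMSO wells with GST-MLLE for no effect and wells lacking GST-MLLE protein for full effect; some results filed as inactive read as strong as hits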
Rpn11 inh = inhibitors of human proteasome Rpn11 | O00487 | human 26S proteasome, Ub4-pepOG fluorescence polarization; 20S core pre-blocked with epoxomicin | calls only at 20 µM | 0.59% of 360,000 active;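 active means inhibition at 20 µM, scaled to each plate's controls, above about 33%, limit read from the data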
Target sequence (O00487 whole entry, looked up): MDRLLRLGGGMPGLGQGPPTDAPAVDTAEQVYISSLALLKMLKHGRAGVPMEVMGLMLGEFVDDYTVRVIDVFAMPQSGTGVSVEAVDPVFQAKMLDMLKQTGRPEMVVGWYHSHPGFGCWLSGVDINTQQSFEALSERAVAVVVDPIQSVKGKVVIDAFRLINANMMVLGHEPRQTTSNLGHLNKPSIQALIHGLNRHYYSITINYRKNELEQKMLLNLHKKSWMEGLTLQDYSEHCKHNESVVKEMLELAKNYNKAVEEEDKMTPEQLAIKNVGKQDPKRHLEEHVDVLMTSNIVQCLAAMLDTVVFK
STEP block = inhibitors of human striatal-enriched phosphatase STEP. recombinant STEP, OMFP fluorogenic substrate, fluorescence. P54829. 0.25% of 360,000 active. AID 588621. inhibition, % at 20 µM;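 active means inhibition at 20 µM, scaled per plate between control wells, above about 37%, limit read from the data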;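 further: 0% = DMSO with enzyme and substrate and 100% = substrate only without enzyme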
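Material: STEP (striatal-enriched tyrosine phosphatase) enzyme, cell-free; Compound dosing: 20 µM single dose in 1% DMSO; Technique: fluorescence read at 480 nm ex / 540 nm em; Times: reaction 20 min, ambient temperature; Medium: 50 mM Bis-Tris pH 6.0 with 2.5 mM DTT and 0.005% Tween 20; Also added: OMFP at 25 µM.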
CSN inh = blocks human CSN-mediated cullin deneddylation; Q92905; Purified CSN, SCF-Nedd8-OG deneddylation, fluorescence polarization; inhibition, % at 12.5 µM; 0.38% of 360,000 active;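 active means pattern-corrected inhibition above about 35%, with an unprinted fluorescence ratio check between 0.5 and 1.5, limit read from the data, passing the limit was not always enough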;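 further: 0% = enzyme with substrate and 100% = substrate without enzyme; some results filed as inactive read as strong as hits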
Target sequence (Q92905 whole entry, looked up, one chain of several): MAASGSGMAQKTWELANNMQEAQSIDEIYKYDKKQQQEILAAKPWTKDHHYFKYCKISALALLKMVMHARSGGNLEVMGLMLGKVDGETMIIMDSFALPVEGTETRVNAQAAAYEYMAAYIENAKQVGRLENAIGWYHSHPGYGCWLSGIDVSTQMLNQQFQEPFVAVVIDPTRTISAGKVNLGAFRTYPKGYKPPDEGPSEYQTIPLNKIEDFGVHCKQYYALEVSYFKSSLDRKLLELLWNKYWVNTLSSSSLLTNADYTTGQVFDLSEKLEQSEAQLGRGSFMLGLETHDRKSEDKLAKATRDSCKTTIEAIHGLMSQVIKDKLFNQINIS
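Test system: Human Csn5 produced in HEK293T cells | Compound: 12.5 µM single point | Times: 90 min, room temperature | Signal: Fluorescence polarization readout | Read-out basis: % inhibition of substrate cleavage by Csn5 | Controls: no-enzyme wells high, enzyme-with-substrate wells low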
TbMetRS inhib = blocks T. brucei methionyl-tRNA synthetase activity; purified T. brucei MetRS, ATP depletion, Kinase-Glo luminescence; inhibition, % at 11.9 µM; 0.4% of 360,000 active; AID 624268;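 active means inhibition above a per-plate cutoff of the control wells' mean inhibition plus 3 SD, cut at about 5.5% in these data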;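 further: 0% = DMSO wells median and 100% = median of wells with control inhibitor compound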
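Material – parasite MetRS enzyme · Medium – HEPES-MgCl2-KCl buffer plus DTT, spermine, BSA, pyrophosphatase · Reagent – ATP, methionine and E. coli bulk tRNA substrates · Times – 15 min enzyme-compound preincubation, 2 h reaction, 10 min detection, 25 °C · Measured by – luminescence of leftover ATP · Evaluation – percent inhibition relative to median high and low control wells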
* = called active by the depositor; i = inactive; · = no result given; + = active, no number.

SMILES	DNMT1 inh	SUMO1-SIM PPI	NadD block	LMPTP block	Scp-1 inhibitor	MLLE-PAM2 inh	Rpn11 inh	STEP block	CSN inh	TbMetRS inhib
Clc1nc(Cl)nc(NCCC2=CCCCC2)n1	9	1	-3	-1.5	-1	-2	i	2	-3	1.2
CN(C)CCN(C(=O)/C=C/c1cccs1)c1nc2c(F)cc(F)cc2s1	58*	1	14	0.1	1	-72	+	-4	30	0.1
CC1=NN(C(=O)c2csc(C)c2)C(O)(C(F)(F)F)C1 (stereo not given)	1	3	-6	-2.2	-6	8	i	-2	-7	-2.2
Cc1ccccc1C(=O)O/N=C(\N)c1ccncc1	1	3	-4	-1.7	-3	3	i	5	2	-0.7
OCC1(CO)CCCC(CO)(CO)C1O	1	3	-3	-0.7	-8	0	i	-5	-1	-0.3
CC(CC(=O)Nc1cc(C(F)(F)F)ccc1Cl)c1ccccc1 (stereo not given)	-5	0	-12	2.4	-8	3	i	3	0	0.0
COc1ccc(-c2csc(N(CCCN(C)C)C(=O)c3ccc(C)cc3)n2)cc1	1	2	-2	-1.1	3	7	i	0	4	-0.6
O=[N+]([O-])c1ccc(N2CCCC2)nc1N1CCCC1	-6	-30	4	2.9	0	2	i	2	2	-0.6
CCc1nnc(NC(=O)C2CCCN2S(=O)(=O)c2ccc(F)cc2)s1 (stereo not given)	-1	0	-2	-1.0	0	-13	i	-2	-8	-0.4
O=C1CCCc2oc3c(c21)CCCC3	-2	0	-2	-0.4	1	29	i	-1	6	0.5
COC(=O)C1=C(C)N=C2SC(C)C(=O)N2C1c1cccc(F)c1 (stereo not given)	-11	2	5	2.2	3	28	i	-3	-1	-0.8
O=C(Nc1cc(Cl)ccc1N1CCOCC1)c1cccnc1	1	1	-1	-0.6	-3	6	i	-2	4	-0.5
O=C(CN(C1CCCCC1)S(=O)(=O)c1ccc(Cl)cc1)NCc1ccncc1	2	-2	6	-0.2	7	4	i	2	2	-0.6
CC(C)(C)c1ccc(S(=O)(=O)NC(=O)C2(C)CCN2C(=O)Cc2cc(F)ccc2F)cc1 (stereo not given)	1	4	-3	-2.1	·	5	i	-1	-2	-0.1
Cn1c(=S)c2[nH]c(SCCN)nc2n(C)c1=O	-1	-8	5	2.4	19	-25	i	2	-3	-0.1
O=C(CN1CCCC1)Nc1nc(-c2ccc(Cl)cc2)cs1	-2	-2	-8	0.6	·	6	i	-1	0	-1.1
COc1ccc(NC(=O)CCn2cccc2)cc1	-1	0	0	0.8	1	-5	i	0	-5	-1.2
CCN(CC)c1ccc(/C=N/n2nnnc2N)c(O)c1	-7	-18	12	-2.5	-5	-12	i	-1	2	-0.3
COc1ccc(OC)c(NC(=O)Cc2c(C(=O)O)n(C)c3ccccc23)c1	1	1	-3	-1.1	-9	0	i	-1	3	0.5
CO/N=C/NC(=O)Cc1cn(-c2ncc(C(F)(F)F)cc2Cl)c2ccccc12	-6	0	-11	1.8	-7	6	i	-5	-4	-1.7
O=[N+]([O-])c1ccc(N2CCOCC2)cc1NC(c1ccccc1)c1ccccc1	7	-2	-2	1.2	-17	6	i	-1	-3	-0.9
CC1(C(=O)NS(=O)(=O)Cc2ccccc2C(F)(F)F)CCN1C(=O)C/C=C/c1ccccc1 (stereo not given)	6	6	4	-1.1	·	1	i	0	-3	-0.2
Cc1ccc(-n2cc(CN3CCC(O)(c4ccccn4)CC3)c(-c3ccc(F)cc3)n2)cc1	-2	0	-6	0.5	3	4	i	3	-11	-1.0
Cc1cc(C(F)F)n2nc(C(=O)Nc3cccnc3Cl)nc2n1	2	2	-2	-0.2	1	4	i	6	-3	0.1
COc1ccccc1C(=O)N(Cc1ccc(C)o1)C1CCS(=O)(=O)C1 (stereo not given)	0	2	0	-1.3	-7	1	i	0	-1	-0.1
CC(C)Cc1cc(C(=O)NCc2cccs2)no1	1	1	1	-0.1	-5	0	i	-2	5	-0.3
Cc1ccc(C(=O)c2coc3cc([N+](=O)[O-])c(O)c([N+](=O)[O-])c23)cc1	-2	24	3	2.9	0	7	i	5	-1	-1.0
CC(C)Cn1c(=O)c2c(nc3n2CCS3)n(C)c1=O	2	4	-4	-0.4	-3	13	i	0	8	-0.8
COc1cccc(C(=O)Nc2cccc(C(C)=O)c2)c1	5	-1	-3	-1.7	0	0	i	0	3	-0.9
CCOc1cc(Br)c(C(=O)O)cc1OCC	2	-2	-3	-1.6	-4	-3	i	-2	-5	-0.8

In the list so far, 5 contain an aryl methoxy group.
SMILES	DNMT1 inh	SUMO1-SIM PPI	NadD block	LMPTP block	Scp-1 inhibitor	MLLE-PAM2 inh	Rpn11 inh	STEP block	CSN inh	TbMetRS inhib
COc1ccc(-c2csc(N(CCCN(C)C)C(=O)c3ccc(C)cc3)n2)cc1	1	2	-2	-1.1	3	7	i	0	4	-0.6
COc1ccc(NC(=O)CCn2cccc2)cc1	-1	0	0	0.8	1	-5	i	0	-5	-1.2
COc1ccc(OC)c(NC(=O)Cc2c(C(=O)O)n(C)c3ccccc23)c1	1	1	-3	-1.1	-9	0	i	-1	3	0.5
COc1ccccc1C(=O)N(Cc1ccc(C)o1)C1CCS(=O)(=O)C1 (stereo not given)	0	2	0	-1.3	-7	1	i	0	-1	-0.1
COc1cccc(C(=O)Nc2cccc(C(C)=O)c2)c1	5	-1	-3	-1.7	0	0	i	0	3	-0.9

Following part:
SMILES	DNMT1 inh	SUMO1-SIM PPI	NadD block	LMPTP block	Scp-1 inhibitor	MLLE-PAM2 inh	Rpn11 inh	STEP block	CSN inh	TbMetRS inhib
Cc1ccc(NC(=O)CSc2nccn2C)cc1S(=O)(=O)N1CCOCC1	4	8	-2	-1.8	1	-16	i	1	-6	-0.3
COc1cccc(C(=O)Nc2cccc3ccccc23)c1OC	-5	-2	-7	0.2	-5	-2	i	-2	1	-0.3
CCOC(=O)[C@H]1[C@H]2COc3ccccc3[C@@H]2N2C(=O)c3cc(F)c(F)cc3NC(=O)[C@@]12C	-1	2	-1	-0.6	-2	-7	i	0	-5	-0.3
Cc1nnc(NC(=O)C2CCN(S(=O)(=O)c3cc([N+](=O)[O-])ccc3Cl)CC2)o1	0	-23	-3	-0.7	-2	7	i	0	2	-0.5
COc1cc(C(=O)OCC(=O)NC(=O)NCc2ccccc2)ccc1OC(F)F	-7	0	-7	-0.5	0	-4	i	-2	-2	-0.7
Cc1noc(/C=C/c2cccnc2)c1[N+](=O)[O-]	0	-38	0	1.0	-1	7	i	1	-1	-1.2
CCNc1nc(NC(C)(C)C)nc(N2CCCCC2)n1	1	2	-4	3.1	-10	-7	i	0	-1	1.9
CN1CCOC1c1ccc(C2OCCN2C)cc1 (stereo not given)	0	-6	-4	0.6	-3	-15	i	3	4	-0.2
COc1ccc(/C=N/NC(=O)c2cc(Br)ccc2O)cc1Cn1cc(Cl)cn1	-9	9	39*	1.9	-17	0	i	1	0	0.5
COc1ccc(NC(=O)C23CC4CC(CC(Cl)(C4)C2)C3)cc1S(=O)(=O)N1CCOCC1	2	-3	-2	0.0	-12	-8	i	2	-3	-0.4

Full records as entered above. Order of values: DNMT1 inh, SUMO1-SIM PPI, NadD block, LMPTP block, Scp-1 inhibitor, MLLE-PAM2 inh, Rpn11 inh, STEP block, CSN inh, TbMetRS inhib
COc1cccc(C(=O)Nc2cccc3ccccc23)c1OC across the screens: -5, -2, -7, 0.2, -5, -2, i, -2, 1, -0.3
Cc1nnc(NC(=O)C2CCN(S(=O)(=O)c3cc([N+](=O)[O-])ccc3Cl)CC2)o1 across the screens: 0, -23, -3, -0.7, -2, 7, i, 0, 2, -0.5
COc1cc(C(=O)OCC(=O)NC(=O)NCc2ccccc2)ccc1OC(F)F across the screens: -7, 0, -7, -0.5, 0, -4, i, -2, -2, -0.7
CCOC(=O)[C@H]1[C@H]2COc3ccccc3[C@@H]2N2C(=O)c3cc(F)c(F)cc3NC(=O)[C@@]12C across the screens: -1, 2, -1, -0.6, -2, -7, i, 0, -5, -0.3

Later entries
SMILES	DNMT1 inh	SUMO1-SIM PPI	NadD block	LMPTP block	Scp-1 inhibitor	MLLE-PAM2 inh	Rpn11 inh	STEP block	CSN inh	TbMetRS inhib
O=C(Nc1nnc(-c2ccc(F)cc2)s1)Nc1ccccc1F	20	-17	13	-1.5	-8	-4	i	0	-6	-0.1
COc1ccc(N2CCN(CCC(O)c3ccc4ccccc4c3)CC2)cc1 (stereo not given)	0	0	-5	0.1	-1	-10	i	-1	5	-2.4
Cc1ccc(S(=O)(=O)NCc2ccc(C(=O)NC3CC3)cc2)cc1	1	-4	-8	-2.2	-7	4	i	1	-6	0.0
COc1ccccc1NS(=O)(=O)c1cc2c3c(c1)CC(=O)N3CCC2	2	-4	-6	-1.6	-3	0	i	-3	-1	-0.6
Cc1oc(-c2ccccc2)cc1C(=O)NC1CCN(Cc2ccccc2)CC1	5	4	1	-0.9	3	-7	i	2	0	0.3
CCCCn1c(-c2cccc(F)c2)nc2c1c(=O)[nH]c(=O)n2CC(C)C	3	3	-4	0.2	-5	1	i	-2	-1	-0.2
O=C(Cn1c(NCCCO)nc2ccccc21)c1ccc(Cl)cc1	3	0	-5	8.6	2	-8	i	-2	0	-1.1
CC(=O)NCCNc1nc2c(-c3ccccc3)nnn2c2ccccc12	20	-14	-1	2.9	-1	-5	i	5	-1	-0.1
COc1cc([C@@H]2c3cc4c(cc3[C@H](O)[C@H]3COC(=O)[C@H]23)OCO4)cc(OC)c1OC	1	4	3	3.1	-6	6	i	-2	-9	-1.6
Cc1ccc(S(=O)(=O)/C(C#N)=C/c2c(N3CCC(C(N)=O)CC3)nc3c(C)cccn3c2=O)cc1	-6	-3	6	1.9	-8	-13	i	6	-3	0.7

Screening data (PubChem)
